Source: PubChem
EBI2 block – antagonists of human EBI2 receptor; P32249; AID 651636; EBI2 beta-arrestin recruitment, luminescence, 7a,25-OHC stimulated; 360,000 tested, 0.81% active; inhibition, % at 5 µM; in the data active = inhibition above about 38%;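 also: enzyme fragment complementation signal reports receptor beta-arrestin coupling in cells; 0% = agonist plus DMSO wells and 100% = wells without agonist; some results beyond the cut were filed as inactive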
Target sequence (P32249 whole entry, looked up, the tested form may be a part): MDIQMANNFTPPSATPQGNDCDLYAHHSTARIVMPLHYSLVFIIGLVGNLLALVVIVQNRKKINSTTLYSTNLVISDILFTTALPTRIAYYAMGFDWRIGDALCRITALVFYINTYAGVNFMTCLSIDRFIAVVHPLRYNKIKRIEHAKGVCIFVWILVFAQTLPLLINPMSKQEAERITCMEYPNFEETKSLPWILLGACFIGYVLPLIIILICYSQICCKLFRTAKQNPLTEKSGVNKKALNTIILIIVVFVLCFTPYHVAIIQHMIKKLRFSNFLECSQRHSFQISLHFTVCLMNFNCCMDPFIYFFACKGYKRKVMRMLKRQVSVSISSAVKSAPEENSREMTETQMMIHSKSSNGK
SENP8 inh – inhibitors of human SENP8 protease | Q96LD8 | purified SENP8, Z-RLRGG-aminoluciferin cleavage, luminescence | inhibition, % at 10 µM | 330,000 tested, 1.2% active | AID 2540
Target sequence (Q96LD8 whole entry, looked up): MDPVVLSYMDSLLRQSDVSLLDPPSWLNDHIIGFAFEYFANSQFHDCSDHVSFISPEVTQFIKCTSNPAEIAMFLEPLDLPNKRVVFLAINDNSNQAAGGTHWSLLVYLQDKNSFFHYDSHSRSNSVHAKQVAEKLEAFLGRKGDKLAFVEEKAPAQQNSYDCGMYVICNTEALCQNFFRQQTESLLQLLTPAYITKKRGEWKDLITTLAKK
CCR6 antag – antagonists of human CCR6 receptor | P51684 | CHO-K1 CCR6 PathHunter beta-arrestin, luminescence, CCL20-stimulated | inhibition, % at 20 µM | 340,000 tested, 0.49% active | AID 493098;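 active = compounds whose inhibition of the agonist-driven luminescence signal at 20 µM reaches about 50%, limit read from the data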;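 also: cells stimulated with CCL20 at 14 nM final; plate controls were DMSO with CCL20 for no effect and DMSO without agonist for full effect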
Jurkat NFkB inh – inhibitors of the PMA/ionomycin-induced NF-kB reporter in Jurkat cells. AID 435003. 330,000 tested, 0.53% active. PMA/ionomycin-induced NF-kB luciferase reporter, luminescence. inhibition, % at 4 µM
Apaf1 inhib – inhibitors of human Apaf-1 apoptosome; reconstituted apoptosome caspase-3 activity, DEVD-Rh110 fluorescence; inhibition, % at 20 µM; 330,000 tested, 0.71% active; active = inhibition of at least 40% at 20 µM;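 also: plate controls were DMSO wells for no effect and DEVD-CHO caspase inhibitor wells for full effect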
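detection = Rh110 fluorescence intensity | test system = biochemical Apaf-1 apoptosome reconstitution | also added = cytochrome c and DEVD-Rh110 substrate | schedule = 30 min plus 50 min, RT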
697 NFkB inh – lowers PMA/ionomycin-induced NF-kB signal in 697 B cells. 330,000 tested, 0.33% active. AID 435022. 697 B-cell NF-kB luciferase reporter, 16 h. inhibition, % at 4 µM; in the data active = inhibition above about 35%
Gli-Sufu antag – blocks Gli-Sufu signaling in a luciferase reporter; Sufu-KO-LIGHT fibroblasts, Gli luciferase reporter luminescence; inhibition, % at 5 µM; 340,000 tested, 0.74% active; AID 588413;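 active = inhibition above about 55%, limit read from the data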;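 also: 0% = DMSO-treated cells and 100% = wells with medium but no cells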
UBC13 inh – inhibitors of human UBC13 polyubiquitin chain formation; 330,000 tested, 0.47% active; TR-FRET; inhibition, % at 20 µM; P61088; in the data active = inhibition above about 45%, passing the limit was not always enough
Target sequence (P61088 whole entry, looked up): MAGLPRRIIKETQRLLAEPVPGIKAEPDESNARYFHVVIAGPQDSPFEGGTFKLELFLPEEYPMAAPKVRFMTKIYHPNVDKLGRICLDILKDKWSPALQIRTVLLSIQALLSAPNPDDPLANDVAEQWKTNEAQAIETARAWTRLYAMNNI
The depositor's hits bear a star. Rule as the data show it, unless noted: active = inhibition above about 50%; inactive = the rest. A portion of the library. The share of hits here may be higher or lower than overall.

Start of the listing, in advance, 2 compounds:
SMILES	EBI2 block	SENP8 inh	CCR6 antag	Jurkat NFkB inh	Apaf1 inhib	697 NFkB inh	Gli-Sufu antag	UBC13 inh
Cc1cc(C)nc(N2CCCC(C(=O)Nc3cc(F)ccc3C)C2)n1 (centres undefined)	7	3	-4	10	-3	7	-13	18
Cc1cc(C)n(C(=O)c2cc3c(s2)CCCC3)n1	23	-3	18	-8	22	1	0	11

This part in full, from the first entry:
SMILES	EBI2 block	SENP8 inh	CCR6 antag	Jurkat NFkB inh	Apaf1 inhib	697 NFkB inh	Gli-Sufu antag	UBC13 inh
Cc1cc(C)nc(N2CCCC(C(=O)Nc3cc(F)ccc3C)C2)n1 (centres undefined)	7	3	-4	10	-3	7	-13	18
Cc1cc(C)n(C(=O)c2cc3c(s2)CCCC3)n1	23	-3	18	-8	22	1	0	11
CC(=O)c1ccc(-n2nncc2C(C)(C)C)cc1	-10	5	-13	8	-16	4	3	3
CC[C@@]12C(=O)N(c3ccc(OC)cc3)C(=O)N1[C@H](c1ccc(Cl)cc1)[C@@H]1C(=O)N(C3CCCCC3)C(=O)[C@@H]12	2	-9	-9	-1	9	6	-1	-10
CCOc1ccc(CC(=O)NCc2ccc3c(c2)cc(C)n3C)cc1	0	5	-15	3	2	12	-4	10
C/C(=N\NC(=O)c1ccn(C)n1)c1cccc(NC(=O)c2ccncc2)c1	-5	0	5	1	-4	-3	-11	3
CN(c1ncc(C(F)(F)F)cc1Cl)n1cc(C(=O)O)c2ccccc2c1=O	-20	4	-2	-3	17	10	-4	-2
CCNC(=O)n1nccc1C(C)Oc1cccc(C(F)(F)F)c1 (centres undefined)	6	2	5	-6	7	-13	5	-2
COc1ccc(C2c3c(ncn(Cc4ccco4)c3=N)Oc3ccc4ccccc4c32)cc1 (centres undefined)	32	-6	17	10	19	6	13	-12
O=C(O)c1cccc(NC(=O)c2cccc(S(=O)(=O)Nc3cccc([N+](=O)[O-])c3)c2)c1	12	51*	13	-17	12	-41	-12	-5
COc1ccc(-c2ccc(S(=O)(=O)NCC3CCCO3)cc2)cc1 (centres undefined)	-5	-6	-4	12	16	-30	-2	-4
CC(OC(=O)CCc1nc2ccccc2c(=O)[nH]1)C(=O)NCc1ccc2c(c1)OCO2 (centres undefined)	-3	-4	1	3	-11	0	-13	-4
CCOC(=O)c1sc(N)nc1C(C)C	3	-1	21	-12	-19	4	0	-1
CCOC(=O)Cc1cnc(N)s1	-8	8	0	-16	3	11	13	-8
CCC(C)c1ccc(NC(=O)c2ccco2)cc1 (centres undefined)	-5	70*	8	-125	10	-243	-56	1
Cc1ccc(-n2nc(C)c(=O)c(-c3ccccc3)c2NC(=O)C(C)C)cc1	0	5	6	1	-10	8	2	4
CCN(CC)CCNC(=O)CCN1N=C(c2ccccc2)CCC1=O	-2	-3	-8	-10	-1	8	6	3
NC(=O)Nc1ccc(C(=O)OCC(=O)Nc2ccc(Cl)cn2)cc1	7	2	-1	5	-7	5	-2	16
CC(C)Cc1nnc(NC(=O)CCC(=O)NC2CCCc3ccccc32)s1 (centres undefined)	0	-3	18	10	19	-28	1	-2
CCNC(=S)N(CCc1c(C)[nH]c2ccc(C)cc12)Cc1cc(OC)c(OC)c(OC)c1	12	-5	13	-1	12	-4	-4	0
Cc1ccc(N(CC(=O)NCc2ccc(F)cc2)S(=O)(=O)c2c(C)n[nH]c2C)cc1	5	8	4	-5	13	-47	73*	-4
CCCc1cc(=O)oc2c(C)c(OCC(=O)N3C[C@H]4C[C@@H](C3)c3cccc(=O)n3C4)ccc12	2	-1	4	-18	-2	14	0	-10
Cc1c(NS(=O)(=O)c2ccc3c(c2)CCN3C(=O)C2CC2)c(=O)n(-c2ccccc2)n1C	-9	8	4	9	-4	16	3	5
COCCn1c(SCC(=O)c2cccc(OC)c2)nnc1-c1ccco1	-6	4	-6	-13	-5	3	2	3
CS(=O)(=O)c1ccc(Cl)c(NC(=O)COC(=O)c2ncc(Cl)c(Cl)c2Cl)c1	-2	16	4	19	2	20	0	1
Cc1cc(-c2ccc(C)c(S(=O)(=O)Nc3cc(C)on3)c2)on1	2	5	-8	9	-15	-4	1	4
CCOC(=O)c1c(NC(=O)c2cnn3c2NC(c2cccc(OC)c2)CC3C(F)(F)F)sc2c1CCCC2 (centres undefined)	10	-9	-10	1	4	7	7	-6
CC(Sc1nncs1)C(=O)Nc1ccc2c(c1)OCCO2 (centres undefined)	-16	1	6	-6	-3	8	1	-1
COc1ccc(C=C(C(C)=O)C(C)=O)cc1OC	2	2	0	-9	1	43*	11	3
O=c1[nH]nc(Cc2ccccc2)c2ccccc12	3	-2	20	1	2	5	7	8
Cc1ccc([N+](=O)[O-])c2c1C(N1CCCC1)C(C)(C)O2 (centres undefined)	-7	1	25	-10	12	-15	8	-7
CCCCn1cnc2cc(NCc3ccncc3)ccc21	12	-9	-8	6	-5	-5	6	-9
CCOC(=O)c1ccccc1NS(=O)(=O)c1ccccc1	-12	5	14	-3	-11	-5	8	17
O=C(N=C1SC2CS(=O)(=O)CC2N1c1ccc(Cl)cc1Cl)C1CCCO1 (centres undefined)	0	-7	5	-3	1	-6	-18	-2
Oc1ccccc1OCc1nc2ccccc2s1	-5	70*	9	-113	-11	-66	6	10
O=C(NCC(=O)N(Cc1ccccc1)C(C(=O)NC1CCCC1)c1cccnc1)c1ccco1 (centres undefined)	-6	-4	-2	-13	11	-6	3	-4
Cc1cc(N(C)C)ccc1N=Nc1ccc(N)cc1	25	34	33	-10	25	69*	18	-350
Cc1ccc(NC(=O)C2(S(=O)(=O)c3ccc(Cl)cc3)CC2)cc1	-3	5	12	-2	6	10	-9	2
O=C(CCc1ccccc1)NN1C(=O)C2C3C=CC(C3)C2C1=O (centres undefined)	-7	5	1	10	-10	8	-3	4
O=C(CCCCCNC(=O)N1CCn2c1nc1ccccc12)N[C@H](C(=O)O)c1ccccc1	0	2	-2	0	2	4	-14	-8
COC(=O)CC1(C(=O)OC)Oc2ccccc2C(=O)N1c1ccc(F)cc1F (centres undefined)	0	3	8	10	-21	3	-2	-1
Cc1cc(Oc2nc3c(C)cccn3c(=O)c2/C=C(\C#N)S(=O)(=O)c2ccccc2)ccc1Cl	14	0	10	9	17	19	2	-12
CC(=O)N1CCN(C(=S)c2ccc(-c3ccc(Cl)cc3)o2)CC1	18	0	16	10	12	4	36	-3
Cc1cc(NC(=O)CSc2cn(CCNC(=O)c3ccc(F)cc3)c3ccccc23)no1	1	3	5	-13	4	-34	1	-3
c1ccc(Oc2nc(N3CCOCC3)nc(N3CCOCC3)n2)cc1	-3	0	-18	-17	-5	-9	-5	-4
COc1ccc([N+](=O)[O-])cc1-c1[nH]c(-c2ccc(C(=O)O)cc2)nc1-c1ccccc1	-8	2	5	-9	3	4	-8	-24
O=C(Nc1ccc(F)cc1)N1CCCC(c2nc3c(nnn3Cc3ccccc3Cl)c(=O)[nH]2)C1 (centres undefined)	-13	-10	4	0	10	-12	1	9
Cc1ccc(-c2n[nH]c(=S)n2C)cc1Cl	23	-13	23	-4	7	7	-7	-4
Cc1cccc(OCc2nnc(SCCC(=O)O)n2-c2ccccc2)c1	10	16	2	0	-2	11	-2	2
Cc1cc2c(c(=O)o1)C(C(C)C)C(C#N)=C(N)O2 (centres undefined)	-4	-2	-4	-9	3	2	5	-2
CCn1nc(C(=O)NCCc2ccc(S(N)(=O)=O)cc2)c2ccccc2c1=O	0	6	7	-3	7	-20	-10	-1
O=C(CNC(=O)c1ccccc1F)OCc1csc(-c2ccccc2)n1	-3	-3	12	-19	9	-4	-16	4
Clc1ccc(Sc2ccccn2)cc1	6	-5	-2	-13	7	-9	16	-4
O=C(c1ccccc1)n1ccc2ccccc21	10	7	13	-8	12	-23	-52	4
O=C(NC(C(=O)N/N=C/c1ccccc1)c1n[nH]c(=O)c2ccccc12)c1ccccc1 (centres undefined)	-2	4	-4	-2	11	7	-3	6
O=C(/C=C/Nc1ccccc1)c1ccc(Cl)cc1Cl	15	83*	19	-186	22	-251	-102	-4
Cc1cccc(C(=O)Nc2c(C(=O)N(C)C)cnn2-c2ccccc2)c1	2	13	10	1	-12	3	-18	1
CC1CCN(c2ccc(NC(=O)c3ccc(Br)o3)cc2)CC1	-11	56*	3	-110	-5	-120	-88	8
COc1ccc(C=O)cc1COc1ccc([N+](=O)[O-])c(C)c1	-1	-3	15	45	12	24	-1	4
Cc1ccccc1C(=O)NNC(=O)c1ccoc1C	-2	-8	8	-5	-3	-6	-4	3

(next part)
SMILES	EBI2 block	SENP8 inh	CCR6 antag	Jurkat NFkB inh	Apaf1 inhib	697 NFkB inh	Gli-Sufu antag	UBC13 inh
C/C(Cn1nnc2ccccc21)=N\OC(=O)c1cc(F)c(F)cc1Cl	-8	3	3	-11	0	9	3	7
CCCN(CC(=O)Nc1ccccc1C)C(=O)c1ccc(N2CCCC2=O)cc1	-4	-4	-1	-8	-5	-8	-2	8
COc1ccc(CCNC(=O)c2ccc(-c3cccc([N+](=O)[O-])c3)o2)cc1OC	-2	10	-8	10	8	4	7	2
CS(=O)(=O)c1ccc(Cl)c(NC(=O)COC(=O)CNC(=O)c2sc3ccccc3c2Cl)c1	0	-15	5	4	4	-10	-1	3
Cc1ccc(SCc2cc(=O)[nH]c(N3CCCCC3)n2)cc1	2	4	-4	8	16	5	4	17
COc1cc(/C=C/c2ccc3cccc(OC)c3n2)c(OC(C)=O)c([N+](=O)[O-])c1	29	1	53*	-2	17	-5	39	-83
CC(=O)OCC(=O)NCC(=O)c1c[nH]c2ccccc12	-9	10	7	4	-5	13	-1	8
Cc1nnc(NCCc2ccccc2)c2ccccc12	1	0	6	-75	-2	-105	-50	4
CSCCC(NC(=O)C12CC3CC(CC(C3)C1)C2)C(=O)OCC(=O)c1ccccc1 (centres undefined)	-15	-6	4	-3	-1	21	-8	-2
O=C(CSc1nnc(-c2ccco2)o1)N1c2ccccc2CCc2ccccc21	3	0	19	16	10	-8	9	5
O=c1[nH]c(CSc2nnc(NCCCN3CCOCC3)s2)nc2cc(Cl)ccc12	-6	2	10	-22	-8	-10	4	3
CC1=CC(C)C2C(=O)N(CCC[N+](C)(C)C)C(=O)C2C1 (centres undefined)	-15	-1	-10	-12	-5	3	-1	-4
COc1ccc(N(CC(=O)Nc2cc(Cl)ccc2OC)C2=NC3CS(=O)(=O)CC3S2)cc1 (centres undefined)	19	2	9	24	-12	32	-3	-3
COc1ccc(C)cc1C(=O)CCC(=O)Nc1ccccc1N1CCOCC1	2	-10	2	-14	5	-10	0	0
COC(=O)c1cn(-c2ccccc2)c(C)c1C(=O)OC	6	-6	-3	-1	10	-19	-4	-8

Reprinted from the listing, four compounds:
SMILES	EBI2 block	SENP8 inh	CCR6 antag	Jurkat NFkB inh	Apaf1 inhib	697 NFkB inh	Gli-Sufu antag	UBC13 inh
COc1ccc(CCNC(=O)c2ccc(-c3cccc([N+](=O)[O-])c3)o2)cc1OC	-2	10	-8	10	8	4	7	2
CS(=O)(=O)c1ccc(Cl)c(NC(=O)COC(=O)CNC(=O)c2sc3ccccc3c2Cl)c1	0	-15	5	4	4	-10	-1	3
Cc1ccc(SCc2cc(=O)[nH]c(N3CCCCC3)n2)cc1	2	4	-4	8	16	5	4	17
COc1cc(/C=C/c2ccc3cccc(OC)c3n2)c(OC(C)=O)c([N+](=O)[O-])c1	29	1	53*	-2	17	-5	39	-83

Further records:
SMILES	EBI2 block	SENP8 inh	CCR6 antag	Jurkat NFkB inh	Apaf1 inhib	697 NFkB inh	Gli-Sufu antag	UBC13 inh
N=c1sccn1CC(=O)Nc1ccc(Cl)cc1[N+](=O)[O-]	-5	0	-7	-1	4	26	-10	-8
CN(Cc1ccccc1)C(=O)CN1C(=O)C2C3C=CC(C3)C2C1=O (centres undefined)	8	0	2	-7	-9	5	-4	5
O=C(/C=C/Nc1ccccc1Br)c1ccccn1	5	96*	12	42	4	-28	-75	-16
CC(=O)C1=C(O)C(=O)N(Cc2cccnc2)C1c1ccc(C(C)C)cc1 (centres undefined)	5	-2	3	11	4	-2	2	4
